OPRM1-OPRD1 inv: inverse agonist of human OPRM1-OPRD1 heterodimerization | P35372+P41143 | cell-based MOR-DOR heterodimer luminescence, inverse agonism | inhibition, % at 9.3 µM | 340,000 tested, 0.21% active | AID 504357; in the data active means inhibition above about 22%, passing the limit was not always enough;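 further: 0% = cells with DMSO and 100% = wells without cells with DMSO; values of inactives mirror those of a sister screen read the other way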
HTR5A inv ag: inverse agonist of human HTR5A in OPRM1-OPRD1 counter-screen; AID 504634; P47898; inhibition, % at 9.3 µM; 340,000 tested, 0.083% active; HTR5A cell line, luminescence, inverse agonism; in the data active means inhibition mostly above about 23%, no sharp cut-off; inactive means mostly below about 18%;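 further: 0% = cells with DMSO and 100% = no-cell wells with DMSO; some compounds called inactive have numbers as strong as hits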
Target sequence (P47898 whole entry, looked up): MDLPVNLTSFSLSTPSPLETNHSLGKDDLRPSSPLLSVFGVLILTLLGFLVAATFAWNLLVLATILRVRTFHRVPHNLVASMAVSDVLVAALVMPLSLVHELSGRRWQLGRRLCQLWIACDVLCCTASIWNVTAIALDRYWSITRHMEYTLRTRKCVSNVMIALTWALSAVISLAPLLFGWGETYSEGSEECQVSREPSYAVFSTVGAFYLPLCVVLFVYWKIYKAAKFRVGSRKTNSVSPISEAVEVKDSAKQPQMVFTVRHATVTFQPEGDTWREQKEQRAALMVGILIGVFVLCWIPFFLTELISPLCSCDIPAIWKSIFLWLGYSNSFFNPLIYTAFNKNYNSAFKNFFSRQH
Tat transport: inhibitors of E. coli Tat protein transport. E. coli MC4100 TorA-mCherry Tat export, fluorescence. inhibition, % at 10 µM. 340,000 tested, 0.036% active;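 active means mean replicate inhibition at least 50% and at least half of replicates individually reaching 50%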;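 further: exported cargo escapes ClpAP degradation while cytoplasmic cargo is degraded and loses fluorescence; 0% = median of neutral control wells and 100% = median of NaSCN control wells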
SUMO Mot1 rescue: inhibitors of SUMOylation pathway: yeast Mot1-301 growth rescue | 320,000 tested, 1% active | growth rescue, % at 18.8 µM | AID 2716 | S. cerevisiae Mot1-301 growth rescue, ATP luminescence, 38.5C; percent above DMSO median, 100 means doubled;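 active means every valid replicate shows activation above 250% relative to neutral control wells; inactive means the rest, any valid replicate at or below 250%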;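 further: OY570 slx delta 5 strain wells were the positive control but not used for scaling; some compounds called inactive have numbers as strong as hits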
PKA-R1A act: activates the PKA-R1A holoenzyme complex; AID 504707; P00514+P68181; 340,000 tested, 0.083% active; PKA-R1A dissociation, Cy5-IP20 fluorescence polarization; scaled: DMSO 0%, 113 µM cGMP 100%; activation, % at 11.4 µM;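 active means percent activation above the mean of all tested compounds plus 3 SD, cut at about 19% in these data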;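 further: higher means more PKAc released from R1A so a rise in polarization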
OPRM1-OPRD1 ag: OPRM1-OPRD1 heterodimerization agonism; P35372+P41143; cells, luminescence; activation, % at 9.3 µM; 340,000 tested, 0.3% active; in the data active means activation above about 18%;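 further: 0% = vehicle-treated cells and 100% = reference agonist; values of inactives mirror those of a sister screen read the other way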
AddAB inh: less growth of phage-infected E. coli with AddAB. E. coli expressing H. pylori AddAB, absorbance growth. inhibition, % at 11.9 µM. 330,000 tested, 0.29% active. AID 435030; in the data active means inhibition above about 12%;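 further: 0% = vehicle wells of infected cells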
phage Ecoli inh: E. coli growth loss with phage present; growth absorbance; inhibition, % at 11.9 µM; 360,000 tested, 0.26% active; AID 651602; in the data active means inhibition above about 11%
PfHsp90 set2: inhibits growth of yeast expressing Plasmodium falciparum Hsp90. S. cerevisiae expressing PfHsp90, BacTiter-Glo ATP, 48 h; yeast lacking PDR1 and PDR3 efflux regulators. inhibition, % at 9.4 µM. 310,000 tested, 0.32% active. AID 504621;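 active means every replicate shows inhibition above about 80%, whatever the replicate mean, limit read from the data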;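 further: 0% = DMSO neutral controls and 100% = 20 µM radicicol positive controls; yeast relying on Plasmodium falciparum Hsp90 in place of its own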
PKA-R2B activ: activates the human PKA-R2B holoenzyme complex | AID 504700 | P22694+P31323 | activation, % at 11.4 µM | PKA-R2B holoenzyme dissociation, Cy5-IP20 fluorescence polarization; R2B truncated from residue 108, S112A mutant; 0% DMSO only, 100% 113 µM cGMP | 340,000 tested, 0.079% active;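 active means activation above a cutoff set at the mean over all compounds plus 3 SD, cut at about 18% in these data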;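 further: higher means more holoenzyme dissociation and a rise in polarization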
Target sequence (P31323 whole entry, looked up, other chains not shown, the tested form may be a part): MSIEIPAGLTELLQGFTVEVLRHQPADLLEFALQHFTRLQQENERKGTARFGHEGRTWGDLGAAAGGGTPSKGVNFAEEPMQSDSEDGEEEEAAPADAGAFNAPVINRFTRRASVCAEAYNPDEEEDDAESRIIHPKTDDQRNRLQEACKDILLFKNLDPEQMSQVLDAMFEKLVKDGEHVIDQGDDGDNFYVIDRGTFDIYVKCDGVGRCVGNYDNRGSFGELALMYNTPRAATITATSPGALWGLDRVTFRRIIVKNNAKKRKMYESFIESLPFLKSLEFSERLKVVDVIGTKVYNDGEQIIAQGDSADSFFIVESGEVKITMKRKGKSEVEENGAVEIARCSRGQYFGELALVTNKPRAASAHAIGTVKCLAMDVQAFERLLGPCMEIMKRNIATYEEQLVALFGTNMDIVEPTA
E coli growth: reduces bacterial viability in AddAB counter-screen; 330,000 tested, 0.27% active; E. coli V3065 growth, OD600 absorbance, 18 h; inhibition, % at 11.9 µM;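 active means inhibition above the campaign's mean inhibition across all tested compounds plus 3 SD, cut at about 9.9% in these data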;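 further: uninfected addAB+ strain grown without phage in ampicillin broth; 0% = DMSO wells and 100% = ciprofloxacin 0.95 µg/ml wells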
Starred values were filed as active, the others as inactive; i = inactive; · = not tested or not shown.

SMILES | OPRM1-OPRD1 inv | HTR5A inv ag | Tat transport | SUMO Mot1 rescue | PKA-R1A act | OPRM1-OPRD1 ag | AddAB inh | phage Ecoli inh | PfHsp90 set2 | PKA-R2B activ | E coli growth
COc1ccc(NC(=O)CN(C)CC(=O)NC2CCC(C)CC2)cc1 (centres undefined) | 4 | -4 | 10 | -11 | 3 | -0.9 | 0.9 | 5.4 | 1 | 3 | -3.2
CC(NC(=O)COC(=O)C1=COCCO1)C12CC3CC(CC(C3)C1)C2 (centres undefined) | -4 | 3 | 5 | 155 | -2 | 0.8 | 3.3 | 2.0 | 19 | -6 | 0.3
COc1ccccc1OCCCOc1cccc(/C=C2\SC(=O)NC2=O)c1 | 14 | 8 | 7 | -7 | -5 | -3.1 | 0.6 | 2.4 | 1 | 7 | 1.3
O=C(/C=C/Nc1nccs1)C(F)(F)Cl | 4 | 1 | 11 | 8 | -2 | -0.8 | 5.9 | 1.2 | -21 | 4 | 4.4
COc1ccc(CCn2c(=N)c(C(=O)NCc3ccco3)cc3c(=O)n4ccccc4nc32)cc1OC | 10 | 18 | 5 | · | 2 | -2.0 | · | 2.4 | -17 | 2 | ·
Cc1nn(CCCC(=O)NCCCN2CCN(C)CC2)c(=O)c2c1sc1ccccc12 | 11 | 1 | -8 | 21 | -12 | -2.1 | 0.8 | 1.4 | -31 | -5 | -0.4
COc1cccc(C(=O)NNC(=O)C(=O)N2CCCCC2)c1 | -4 | 2 | -6 | -13 | 0 | 0.8 | 0.2 | 4.4 | 3 | -3 | -0.5
COc1ccc(N2CCN(Cc3nc4c(c(=O)n(C)c(=O)n4C)n3Cc3cccc(C)c3)CC2)cc1 | -9 | -22 | -9 | -19 | -2 | 1.6 | -1.2 | 1.4 | -7 | -6 | -2.0
CCOc1cc(NC(=S)NCc2ccco2)c(OCC)cc1NC(=O)C1CC1 | -3 | 6 | -2 | -6 | -5 | 0.6 | -0.2 | -0.1 | 7 | 4 | -1.6
CC1CCCC(NC(=O)c2ccc(COc3ccccc3)o2)C1C (centres undefined) | -7 | 0 | 5 | 5 | -4 | 1.4 | 1.3 | 4.6 | 8 | -8 | 0.8
COc1ccc(OCC(O)CNC(=O)c2cccs2)cc1 (centres undefined) | 3 | 3 | -14 | -2 | 1 | -0.6 | -0.2 | -2.3 | -4 | -2 | -1.4
Cc1nn2c(-c3ccccn3)ccnc2c1Br | 17 | 4 | 2 | -6 | -14 | -3.3 | 2.6 | 5.9 | 7 | -4 | -0.1
Cc1ccccc1NC(=O)CCN1CCc2ccccc2C1 | 14 | 3 | -4 | 199 | 2 | -3.0 | 2.5 | 3.3 | -6 | 2 | -2.0
COc1ccc(S(=O)(=O)Nc2ccc3c(c2)C(=O)N([C@H](C)CO)C[C@H](C)[C@@H](CN(C)C(=O)Nc2ccc(C(F)(F)F)cc2)O3)cc1 | 12 | -3 | 5 | 0 | 5 | -2.0 | 1.1 | 3.5 | 16 | 8 | -1.8
CCCN(CC(=O)c1cc(C)n(C)c1C)S(=O)(=O)c1cccc(C(F)(F)F)c1 | 6 | -5 | 6 | i | -5 | -1.6 | 2.8 | 1.1 | -3 | 0 | -0.2
Cc1ccc(-c2nc3ncccc3o2)cc1NC(=O)c1sc2ccccc2c1Cl | 1 | -19 | 9 | -15 | -3 | -0.1 | 1.3 | 2.9 | -12 | 2 | 0.8
Cc1nc2ccccc2nc1OCc1cccc([N+](=O)[O-])c1 | 21 | -12 | -2 | -24 | -4 | -4.3 | -0.3 | 4.3 | 1 | -14 | -1.2
CCOC(=O)C1CCN(C(=O)CNC(=O)c2nn(-c3ccc(OC)cc3OC)c(=O)c3ccccc23)CC1 | 1 | -19 | 7 | -5 | 4 | -0.2 | 4.2 | 0.9 | -1 | 4 | -0.4
CC(C)CNC(=S)NNC(=O)c1ccc2c(c1)OCO2 | 9 | -1 | -2 | -7 | -5 | -1.6 | 0.9 | 4.6 | · | 10 | 0.2
CC(C)N(C(=O)CSc1nc2c([nH]1)c(=O)n(C)c(=O)n2C)c1ccccc1 | 15 | -50 | 9 | -11 | -3 | -2.9 | -2.0 | 2.2 | -18 | 1 | -2.6
COc1ccc(CCN2C(=O)CC(Cc3ccccc3)C2=O)cc1OC (centres undefined) | 8 | 7 | -2 | 18 | 8 | -1.6 | -2.3 | 2.3 | 25 | 1 | -2.5
Cc1ccc(S(=O)(=O)N2CCN(C(=O)COC(=O)c3ccccn3)CC2)c(C)c1 | 12 | -15 | 6 | -4 | 1 | -2.3 | 1.9 | 1.1 | 27 | -12 | 1.4
COc1ccc(-c2cc3ccc(OCC(=O)NCC4CCC(C(=O)O)CC4)cc3oc2=O)cc1 (centres undefined) | 10 | 14 | 2 | 24 | -5 | -1.9 | 2.7 | 2.2 | -17 | 3 | 0.2
CSCCOC(=O)c1[nH]c2c(c1C)C(=O)CC(c1ccco1)C2 (centres undefined) | 20 | 6 | 3 | 3 | -1 | -3.9 | 1.9 | 2.3 | -1 | -4 | 0.9
O=C(N/N=C/c1cccc2cccnc12)[C@H]1C[C@@H]1c1ccccc1 | -3 | -25 | 2 | -20 | 2 | 0.5 | 0.9 | 1.1 | -8 | 2 | 0.6

Arranged by length of the SMILES (falling): some entries from above.
SMILES | OPRM1-OPRD1 inv | HTR5A inv ag | Tat transport | SUMO Mot1 rescue | PKA-R1A act | OPRM1-OPRD1 ag | AddAB inh | phage Ecoli inh | PfHsp90 set2 | PKA-R2B activ | E coli growth
CSCCOC(=O)c1[nH]c2c(c1C)C(=O)CC(c1ccco1)C2 (centres undefined) | 20 | 6 | 3 | 3 | -1 | -3.9 | 1.9 | 2.3 | -1 | -4 | 0.9
COc1ccc(NC(=O)CN(C)CC(=O)NC2CCC(C)CC2)cc1 (centres undefined) | 4 | -4 | 10 | -11 | 3 | -0.9 | 0.9 | 5.4 | 1 | 3 | -3.2
CC(C)CNC(=S)NNC(=O)c1ccc2c(c1)OCO2 | 9 | -1 | -2 | -7 | -5 | -1.6 | 0.9 | 4.6 | · | 10 | 0.2

(cont.)
SMILES | OPRM1-OPRD1 inv | HTR5A inv ag | Tat transport | SUMO Mot1 rescue | PKA-R1A act | OPRM1-OPRD1 ag | AddAB inh | phage Ecoli inh | PfHsp90 set2 | PKA-R2B activ | E coli growth
COC(=O)Cn1c(C(O)c2ccccc2)nc2ccccc21 (centres undefined) | 5 | -5 | 0 | -7 | -3 | -1.1 | 1.3 | 1.6 | -5 | 4 | 1.3
Cc1ccc(C(=O)c2c[nH]cc2-c2ccccc2)cc1 | -19 | 7 | -5 | 32 | 1 | 3.1 | 0.2 | 2.5 | 20 | 7 | -0.6
CON(C)S(=O)(=O)c1cccc(C(=O)Nc2cccc(S(=O)(=O)NC3=NCCCCC3)c2)c1 | 5 | -6 | 7 | · | 1 | -1.3 | · | -0.2 | · | -4 | ·
COc1ccc(N(CC(=O)N2CCc3ccccc3C2)S(=O)(=O)c2c(C)[nH]c(=O)[nH]c2=O)cc1 | 4 | -13 | 2 | 10 | -2 | -0.7 | 1.5 | 1.4 | -24 | -10 | -0.2
Cc1cc(C)c(OCC(=O)Nc2ccc3c(c2)OCO3)cc1C | -2 | 9 | -3 | -18 | 5 | 0.4 | -1.4 | 2.5 | 3 | 10 | -2.6
CC(C(=O)Nc1cc([N+](=O)[O-])ccc1Cl)N1CCN(c2ccccc2O)CC1 (centres undefined) | -46 | -21 | 6 | 9 | -18 | 9.1 | 0.3 | 0.4 | 1 | -5 | -3.0
Cc1ccc(OCCNC(=O)CNC(=O)c2ccc3c(c2)OCO3)cc1 | 4 | -4 | -2 | 0 | -3 | -0.6 | 4.5 | 1.4 | 13 | 1 | 1.2
O=c1c(Cl)c(N2CCOCC2)cnn1-c1nc2ccccc2[nH]1 | 14 | 13 | -4 | -2 | 2 | -2.7 | -0.2 | 4.1 | 38 | 2 | 0.5
O=C(c1ccccc1)c1ccc(Sc2ccc([N+](=O)[O-])cc2)cc1 | 16 | -45 | -1 | 148 | 1 | -3.0 | 2.2 | 3.4 | 8 | 6 | 0.3
CC(OC(=O)c1ccccc1NCCO)C(=O)Nc1ccc(S(=O)(=O)N2CCOCC2)cc1 (centres undefined) | 9 | 7 | 6 | -4 | 1 | -1.8 | -2.1 | -0.1 | · | -1 | -1.6
Cc1noc(C)c1S(=O)(=O)N1CCCC(C(=O)NCc2ccccn2)C1 (centres undefined) | -1 | 14 | 8 | -13 | -1 | 0.2 | -0.2 | 1.5 | -12 | 1 | 2.9
COc1ccccc1CC(=O)NC1CCC(C)CC1 (centres undefined) | 19 | 9 | -4 | 4 | -7 | -3.8 | 2.8 | 2.5 | -11 | -7 | -0.2
CC(NC(N)=O)C(=O)Nc1ccc(Cl)c(S(=O)(=O)Nc2ccc(Br)cc2)c1 (centres undefined) | 11 | 9 | -16 | -6 | -10 | -2.3 | -0.9 | 0.3 | · | 2 | -0.7
COc1ccc(C(=O)CC(=O)C(=O)Nc2ccc(OC)c(Cl)c2)cc1 | 2 | 4 | -4 | 416 | -10 | -0.4 | -1.2 | 2.2 | -6 | 3 | 1.4
CCOC(=O)c1sc2ccccc2c1OC(=O)c1ccc(C)cc1 | -28 | -9 | -3 | 18 | 2 | 5.1 | 1.5 | · | 16 | 5 | -1.2
COc1ccc(-c2cc(C(=O)Nc3sc4c(c3C#N)CCCC4)c3ccccc3n2)cc1 | 15 | -1 | -10 | -1 | -12 | -2.7 | 3.1 | 3.9 | -4 | 3 | -0.5
COc1ccc(-c2n[nH]c(=S)n2CC(C)C)cc1 | 4 | -1 | -1 | 5 | -8 | -0.9 | 2.2 | 2.1 | 6 | 9 | 1.3
O=C(CSc1ccc(F)cc1)NC1CCCCC1 | -15 | -10 | -12 | -13 | 4 | 2.1 | 1.6 | 2.6 | -47 | -6 | 0.8
CCOc1ccc(S(=O)(=O)N2CCCC(C(=O)N3CCOCC3)C2)cc1 (centres undefined) | 6 | -20 | -6 | 20 | -2 | -1.1 | -2.9 | 1.4 | 18 | -4 | -0.5
Cc1cccc(C)c1NC(=S)N(CCN(C)C)Cc1cccs1 | 2 | -5 | 2 | 22 | 2 | -0.4 | 5.0 | 0.8 | 1 | -6 | 1.4
O=[N+]([O-])c1ccc(N2CCN(S(=O)(=O)c3ccc(Cl)c(Cl)c3)CC2)cc1NCCN1CCOCC1 | -3 | -15 | -11 | -9 | -3 | 0.5 | 1.1 | 1.4 | 14 | 1 | 1.6
OC(c1ccccc1)c1ccncc1 (centres undefined) | 12 | -1 | -5 | 2 | -6 | -2.1 | 2.7 | -0.4 | -7 | 0 | 3.2
O=[N+]([O-])c1ccc(N=NN(CCO)CCO)cc1 | -7 | -7 | -2 | 0 | -21 | 1.0 | 2.9 | 5.9 | 11 | -14 | 4.8

Bioassay records as filed in PubChem.
